TDP1 inh: qHTS Assay for Inhibitors of Tyrosyl-DNA Phosphodiesterase (TDP1) | recombinant TDP1, AlphaScreen DNA substrate cleavage | Potency, µM (highest dose often 130 µM), inactives show at the top dose activity change, negative = inhibition, usual class: inhibitors | Tyrosyl-DNA phosphodiesterase 1 (Homo sapiens), Q9NUW8 | AID 485290, 2010 | hit rate 0.28% among 350,000; note: nearly all actives have a fitted effect of over 40% in size
Target sequence (Q9NUW8 whole entry, looked up): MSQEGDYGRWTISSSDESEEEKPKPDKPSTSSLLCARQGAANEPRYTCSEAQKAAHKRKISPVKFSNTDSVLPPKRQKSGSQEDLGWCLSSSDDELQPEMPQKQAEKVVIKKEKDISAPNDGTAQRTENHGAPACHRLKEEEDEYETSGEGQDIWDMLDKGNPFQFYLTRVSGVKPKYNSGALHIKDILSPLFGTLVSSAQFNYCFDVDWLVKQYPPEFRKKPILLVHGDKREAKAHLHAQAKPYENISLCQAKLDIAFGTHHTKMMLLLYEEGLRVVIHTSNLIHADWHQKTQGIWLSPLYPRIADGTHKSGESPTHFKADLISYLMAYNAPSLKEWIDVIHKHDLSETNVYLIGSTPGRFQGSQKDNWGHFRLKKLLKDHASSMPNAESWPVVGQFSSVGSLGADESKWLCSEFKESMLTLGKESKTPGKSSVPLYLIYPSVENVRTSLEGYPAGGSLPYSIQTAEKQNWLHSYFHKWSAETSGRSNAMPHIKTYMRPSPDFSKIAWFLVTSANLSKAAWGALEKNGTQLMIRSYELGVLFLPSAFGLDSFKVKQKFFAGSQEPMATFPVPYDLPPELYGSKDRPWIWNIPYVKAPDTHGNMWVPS
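Compounds were preincubated with Tdp1 (1 nM final) for 15 min at room temperature before substrate (15 nM final) started a 5 min reaction; beads (10 ug/ml final) were then added for 10 min before AlphaScreen detection.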
TDP1 cell noCPT: qHTS for Inhibitors of human tyrosyl-DNA phosphodiesterase 1 (TDP1): qHTS in cells in absence of CPT; DT40 Tdp1-/- hTDP1 cells, no CPT, ATP luminescence, 48 h; AID 686978, 2013; Potency, µM (doses to about 46.2 µM), for inactives: at the top dose activity change, negative = growth inhibition, most hits filed as inhibitors; hit rate 15% among 420,000; note: nearly all actives have a fitted effect of over 55% in size
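DT40 Tdp1-/-;hTDP1 cells, no CPT (DMSO vehicle only), 400 cells/well; compounds pin-transferred; ≥48 hr, 37 °C; CellTiter-Glo 30 min RT dark, luminescence read.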
TDP1 cell CPT: qHTS for Inhibitors of human tyrosyl-DNA phosphodiesterase 1 (TDP1): qHTS in cells in presence of CPT; chicken DT40 Tdp1-/-;hTDP1 cells + 20 nM CPT, ATP luminescence, 48 h; Potency, µM (top dose mostly 46.2 µM), inactives show at the highest dose activity change, negative = growth inhibition, most hits filed as inhibitors; hit rate 12% among 420,000; note: nearly all actives have a fitted effect of over 55% in size
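Chicken DT40 Tdp1-/- cells stably complemented with human TDP1 were seeded at 400 cells/well in medium containing 20 nM camptothecin, exposed to pin-transferred compounds, and grown at 37 °C for at least 48 hr. Viability was read as ATP luminescence.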
Starred values were filed as active, the others as inactive; ? = inconclusive; . = not tested or not shown; & = joins results of further samples; [ ] = another dose, or the depositor's remark. Calls come from the whole dose curve; as a rule, active = well fitted curve in the direction sought with a large enough effect; inconclusive = small, poorly fitted or top-dose-only effect, or another doubt; inactive = no such curve, though single readings can be large; an effect the other way counts as inactive or inconclusive. % is set by controls: 0 for no effect and ±100 for the full control effect; potency is the fitted concentration of half-maximal effect.

Value order: TDP1 cell noCPT, TDP1 cell CPT, TDP1 inh
CC1(C)S/C(=N/N=C/c2cccs2)NC1=O
→ -5.5%, 10.1%, 7.1%
C(=N\Nc1nncc2ccccc12)/c1ccccc1
→ -20.0%, -3.9%, 1.2%
CS(=O)(=O)N(CC(=O)N1CCN(Cc2ccccc2)CC1)c1cccc([N+](=O)[O-])c1
→ -25.0%, -19.6%, 1.6%
COc1ccc(Nc2nc3cc(C)ccc3cc2C#N)cc1
→ -24.2%, ?, .
O=C(c1cc2ccccc2cc1O)N1CCN(c2cccc(Cl)c2)CC1
→ ?, ?, 1.8%
Cc1ccccc1OCC(=O)Nc1cccc(S(=O)(=O)NC2=NCCC2)c1
→ 4.8%, -1.7%, 0.1%
O=C(Nc1cccc(Cl)c1Cl)c1ccc(-c2ccccc2)cc1
→ ?, ?, 1.0%
CN(c1ccc(/C=C/c2ccccc2)cc1)P1(=O)NCCCO1 (stereo not given)
→ -9.0%, -16.3%, .
CCOC(=O)c1cc2sccc2n1CC(=O)N1CCCc2ccccc21
→ ?, ?, 2.2%
Cc1nonc1NC(=O)CSc1cn[nH]n1
→ -1.2%, 9.0%, 6.2%
Cc1nc2c(-c3ccccc3)c(C)nn2c(C)c1CCC(=O)NCc1ccco1
→ ?, ?, 5.2%
CCn1c2ccccc2c2nnc(SCC(=O)NCc3cccs3)nc21
→ -22.3%, -22.9%, 6.2%
Cn1c(=O)n(C)c2cc(N3CCOCC3)c(NC(=O)c3cccc(Cl)c3)cc21
→ 25.5%, 11.5%, 1.5%
CC1=C/C(=N\NC(=O)c2cccs2)CC(C)(C)C1
→ -24.7%, ?, 3.7%
O=S(=O)(Nc1ccc2c(c1)OCO2)c1ccc(F)c(F)c1
→ 1.7%, -9.8%, 0.5%
COc1ccc(OC)c(CCNC(=O)CS(=O)(=O)Cc2nc(-c3ccccc3Cl)oc2C)c1
→ ?, ?, 7.4%
CC(=O)Nc1ccc(NC(=O)c2ccccc2C)cc1
→ 5.6%, -1.7%, 1.0%
Cc1ccc(OCC(=O)NC(C)c2ccccc2)c([N+](=O)[O-])n1 (stereo not given)
→ -5.0%, -5.3%, -2.5%
CC(C)(C)C1CCC(C(=O)OCC(=O)N2CCOCC2)CC1 (stereo not given)
→ -12.6%, 1.9%, 2.8%
CCN1CCN(CCC(=O)Nc2ccccc2C)CC1
→ ?, ?, .
Cc1c(Cl)cccc1NC(=O)CCS(=O)(=O)c1ccc(Br)s1
→ -27.8%, -20.3%, -11.8%
CCN(CC)c1ccc(S(=O)(=O)N2CCOCC2)cc1NC(=O)CN1C(=O)NC2(CCC(C)CC2)C1=O (stereo not given)
→ -16.9%, -22.9%, .
Cc1cc(C(=O)COC(=O)c2ccc3c(c2)NC(=O)CS3)c(C)n1CC1CCCO1 (stereo not given)
→ 16.4µM*, ?, 5.3%
COc1ccc(CCNC(=O)CSc2nc3[nH]ncc3c(=O)n2-c2ccc(Cl)cc2Cl)cc1OC
→ ?, -14.4%, 2.3%
CCCOc1ccc(C(=O)NNC(=S)NC(=O)c2ccco2)cc1
→ 2.91µM*, 3.26µM*, .
COc1ccc(NS(=O)(=O)c2ccc(Br)cc2)cn1
→ ?, 1.7%, 4.3%
Cn1nnnc1SCC(=O)N1CCN(C(c2ccccc2)c2ccccc2)CC1
→ ?, ?, 4.9%
O=C(NCc1ccccc1)c1ccc(CSc2nc3cccnc3n2Cc2ccccc2F)cc1
→ 18.4µM*, ?, 1.2%
Cc1ccc(N(C(=O)NC2CCCCC2)C2=NCCCCC2)cc1
→ ?, ?, -5.3%
OC(c1ccc(Cl)c(F)c1)c1ncc(-c2ccccc2C(F)(F)F)[nH]1 (stereo not given)
→ ?, ?, .

Whole records from above.
COc1ccc(CCNC(=O)CSc2nc3[nH]ncc3c(=O)n2-c2ccc(Cl)cc2Cl)cc1OC as listed: TDP1 cell noCPT: ?; TDP1 cell CPT: -14.4%; TDP1 inh: 2.3%
Cc1c(Cl)cccc1NC(=O)CCS(=O)(=O)c1ccc(Br)s1 as listed: TDP1 cell noCPT: -27.8%; TDP1 cell CPT: -20.3%; TDP1 inh: -11.8%
Cn1c(=O)n(C)c2cc(N3CCOCC3)c(NC(=O)c3cccc(Cl)c3)cc21 as listed: TDP1 cell noCPT: 25.5%; TDP1 cell CPT: 11.5%; TDP1 inh: 1.5%

The listing picks up, repeating the 2 entries before the break.
Value order: TDP1 cell noCPT, TDP1 cell CPT, TDP1 inh
Cc1ccc(N(C(=O)NC2CCCCC2)C2=NCCCCC2)cc1
→ ?, ?, -5.3%
OC(c1ccc(Cl)c(F)c1)c1ncc(-c2ccccc2C(F)(F)F)[nH]1 (stereo not given)
→ ?, ?, .
CCn1cc(CNC(=O)c2cc(COc3ccc(F)cc3F)on2)cn1
→ 23.1µM*, ?, 3.7%
CCSc1nnc(NC(=O)c2csc3c2CCC(C)C3)s1 (stereo not given)
→ ?, 18.4µM*, -1.0%
Cc1nn(C)cc1-c1csc(N)n1
→ 14.2%, 7.1%, 2.6%
COc1ccc(C2=NN(C(=O)CSC3=NN4CCCC(=O)N=C4S3)C(c3cccc(OC)c3OC)C2)cc1 (stereo not given)
→ ?, ?, 3.5%
COC(=O)c1ccc(CNC(=O)c2c3c(nc4ccccc24)CCN(Cc2ccccc2)C3)cc1
→ ?, ?, 5.5%
CCN(CC)c1ccc(CNS(=O)(=O)c2cc3c(cc2C)NC(=O)CO3)cc1
→ ?, ?, 2.7%
CCCc1nc2ccccc2c(C(=O)OCC(=O)Nc2ccc(S(=O)(=O)N3CCOCC3)cc2)c1CC
→ 16.4µM*, 16.4µM*, 3.0%
CCN1/C(=C/c2cc[n+](CCCS(=O)(=O)[O-])c3ccccc23)Sc2ccccc21
→ -0.4%, 23.9%, 3.6%
COC(=O)c1ccccc1NC(=O)N1CCN(c2ccc(F)cc2)CC1
→ ?, ?, 3.7%
C=CCC[C@@H](Cc1ccc(F)cc1)C(=O)OC[C@@H](Cc1c[nH]c2ccccc12)NC(=O)[C@H](CC=C)CC(=O)N[C@H](CO)Cc1ccccc1
→ ?, ?, 1.6%
CCO[C@H]1OC(C(=O)N2CCN(Cc3ccc4c(c3)OCO4)CC2)=C[C@@H](c2ccc(C(F)(F)F)cc2)[C@@H]1CCCO
→ 23.1µM*, 18.4µM*, 3.8%
O=C1CCCC(O)=C1Sc1cc(Cl)c(Cl)cc1Cl
→ ?, ?, .
O/N=C(\c1ccc(Cl)cc1)c1cc2ccccc2o1
→ 18.4µM*, 18.4µM*, 4.3%
CCOC(=O)C1(Cc2cccc(F)c2)CCN(C(=O)C2CCCO2)CC1 (stereo not given)
→ -8.4%, 2.1%, .
CC(C)(C)C(=O)Nc1c2c(nn1-c1ccc(F)cc1)CSC2
→ -5.5%, 3.8%, 1.6%
COc1cc(O)c(NC(C)=O)c2nonc12
→ -16.5%, -15.4%, 0.0%
O=C1CN(C(=O)c2ccccc2)C(c2ccccc2)c2cc(F)ccc2N1 (stereo not given)
→ -4.8%, 0.5%, .
COc1ccc(N2C(=O)CN=C2Nc2nc(C)cc(C)n2)cc1OC
→ -3.2%, -12.9%, 2.3%
COc1ccc(-n2c(C)cc(C(=O)CSc3nnc(-c4cccs4)o3)c2C)cc1
→ 16.4µM*, 16.4µM*, 3.0%
Cc1ccc(N(CC(=O)NC(C)(C)C)C(=O)CCC(=O)Nc2ccccn2)cc1
→ -4.6%, -22.6%, .
C=CCNc1sc(C(=O)C(C)(C)C)c(N)c1C#N
→ -26.5%, -13.2%, 4.6%
O=C(COC(=O)CCCN1C(=O)c2cccc3cccc(c23)C1=O)Nc1ccc(Cl)cc1
→ 1.8%, 12.8%, -0.6%
CCc1ccc(NC(=O)Cn2cc(S(=O)(=O)N3CCCC3)c(S(=O)(=O)N3CCCC3)c2)cc1
→ -1.9%, -2.3%, 2.1%
COc1cccc(C(=O)Nc2ccc(NC(=O)C3CCCCC3C(=O)O)cc2)c1 (stereo not given)
→ 2.9%, 0.5%, 0.7%
CC1CCN(Cc2c(C(=O)N/N=C/c3cccc(Cl)c3)nnn2-c2nonc2N)CC1
→ ?, ?, 6.4%
Cc1ccc(CN(C)C(=O)CN2C(=O)NC3(CCCC3)C2=O)o1
→ -13.0%, -23.0%, 1.7%
O=C(NCCN1CCCC1)C1COc2ccccc2O1 (stereo not given)
→ -9.9%, -11.1%, 4.2%
O=C(N/C(=C/c1cccnc1)C(=O)N1CCCCCC1)c1ccccc1
→ -1.6%, 5.6%, 6.1%[0.0935 µM]
CC12CCC(=O)N1C(C(=O)Nc1ccccc1F)CS2 (stereo not given)
→ -11.4%, -10.1%, .
CC(C)c1ccc(/C=C/C(=O)Nc2ccc(CN3CCOCC3)cc2)cc1
→ 13µM*, 8.2µM*, 5.1%

(next part)
Value order: TDP1 cell noCPT, TDP1 cell CPT, TDP1 inh
C(=C\c1ccnc2ccccc12)/c1ccc2ccccc2n1
→ 7.94µM*, 7.08µM*, .
O=c1[nH]c2ccc(Br)cc2o1
→ -16.4%, -0.4%, .
CCn1cnc2c1c(=O)n(Cc1ccc(C(=O)OC)cc1)c(=O)n2Cc1ccccc1
→ ?, 6.8%, 3.1%
CCCn1c(SCC(=O)NC(=O)NC(C)(C)C)n[nH]c1=O
→ -10.8%, -17.1%, 3.0%
O=C(NC(=S)Nc1ccc2[nH]c(=O)[nH]c2c1)c1cc(Br)ccc1Cl
→ 7.7%, 0.4%, -1.6%
Cc1ccc(N2C(=O)/C(=C\c3ccco3)SC2=S)cc1
→ -1.4%, 2.4%, -3.9%
CC(=O)Nc1ccc(S(=O)(=O)N2CCc3ccccc3C2)cc1
→ ?, ?, 0.0%
COc1ccc(CNC(=O)c2ccccc2SCC(=O)NCc2ccco2)cc1
→ -12.9%, -25.9%, 0.6%
Cc1[nH]nc(NNC(=O)c2ccccc2)c1[N+](=O)[O-]
→ 2.0%, 26.7%, .
Cc1cccc(-c2cc3nc(C)cc(N4CC(C)CC(C)C4)n3n2)c1 (stereo not given)
→ 16.4µM*, 16.4µM*, 6.7%
O=C(C(c1ccccc1)C(O)c1ccccc1)N1CCOCC1 (stereo not given)
→ -5.3%, -13.8%, .
O=C(NCCc1ccccc1)C1CC(c2ccccc2O)=NO1 (stereo not given)
→ -28.0%, -0.4%, 4.4%
CCOC(=O)N1CCc2c(sc3c2C(=O)NC(c2ccccc2F)N3)C1 (stereo not given)
→ 16.4µM*, 20.6µM*, -4.2%
Cc1ccc(CN(C(=O)COc2cccc([N+](=O)[O-])c2)c2ccccn2)o1
→ ?, ?, 3.6%
CCOC(=O)N1CC(C)N(CC(O)CN2CCOCC2)CC1C (stereo not given)
→ -27.5%, -11.9%, .
COc1ccc(CC(=O)N[C@@H]2c3cc(OC)c(OC)cc3C[C@H]2OCc2ccccc2)cc1
→ -9.6%, -27.0%, 2.1%[56.1 µM]
CN(C)c1ccc(NC(=O)Nc2ccc3c(c2)nnn3C)cc1
→ -2.9%, 3.0%, .
COc1ccc(-c2nn(CCC(=O)O)cc2CCC(=O)O)cc1
→ -8.0%, -1.3%, -3.1%
CCc1nc2ccc(C(=O)N3CCN(c4cccc(OC)c4)CC3)cc2nc1CC
→ ?, ?, 5.9%&7.4%
CC1(C)CC(CCC(=O)Nc2ccccc2Cl)C(=O)O1 (stereo not given)
→ -15.7%, -6.2%, 6.5%
Cc1ccc(C(=O)OCC(=O)N(C)C2CCS(=O)(=O)C2)cc1S(=O)(=O)N1CCOCC1 (stereo not given)
→ -1.8%, -4.7%, .
COC(=O)N/N=C/c1cc(Cl)cc(Cl)c1OCc1ccccc1F
→ 18.4µM*, ?, 2.7%
COc1ccc(CCN=C(N)NS(=O)(=O)c2ccc3ccccc3c2)cc1
→ -23.5%, -19.5%, -2.7%
CCN(CC)C(=O)N1CCN(Cc2ccc3c(c2)OCO3)CC1
→ 0.1%, 5.0%, 0.0%
Cc1ccc(/C(O)=C2\C(=O)C(=O)N(C)C2c2ccccc2)cc1 (stereo not given)
→ ?, -0.3%, .
O=C(c1cc(Sc2cccc(Cl)c2)nc2ccccc12)N1CCN(c2ccccn2)CC1
→ ?, 14.6µM*, -1.2%
C[C@]12CC[C@@H]3c4ccc(O)cc4CC[C@H]3[C@@H]1CC[C@@H]2O
→ 23.1µM*, ?, 2.9%
CCOc1ccc(S(=O)(=O)NCc2cccs2)cc1C(C)C
→ ?, ?, -0.1%
CC1CCC(NC(=O)CCc2cn(Cc3ccc(F)cc3)c3ccccc23)CC1 (stereo not given)
→ ?, ?, -2.6%
CC(c1ccc(O)cc1)(c1ccc(O)cc1)c1ccc(CCBr)cc1
→ ?, -28.7%, .
C#CCOCCOCCOCCNc1nc(N2CCN(C(=O)[C@H](CCCN=C(N)N)n3cc(C(N)[C@@H](C)CC)nn3)CC2)nc(N2CCN(C(=O)[C@H](CO)n3cc([C@@H](N)C(C)C)nn3)CC2)n1 (stereo not given in full)
→ -2.9%, 1.7%, 0.0%
